SENP8 block-1: blocks human SENP8 cleavage of Nedd8 substrate | Q96LD8 | recombinant SENP8, Nedd8 substrate fluorescence | inhibition, % at 20 µM | actives 0.64% (n = 360,000) | AID 602440; in the data active = inhibition mostly above about 40%, no sharp cut-off; inactive = mostly below about 27%
Target sequence (Q96LD8 whole entry, looked up): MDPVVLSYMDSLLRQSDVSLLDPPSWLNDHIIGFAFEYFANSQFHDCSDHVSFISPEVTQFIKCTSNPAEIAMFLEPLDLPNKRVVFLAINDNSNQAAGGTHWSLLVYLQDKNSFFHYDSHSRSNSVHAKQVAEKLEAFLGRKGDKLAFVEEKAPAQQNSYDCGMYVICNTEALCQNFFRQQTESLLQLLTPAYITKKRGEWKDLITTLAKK
SENP6 inh: blocks the human protease SENP6; inhibition, % at 10 µM; Recombinant SENP6 catalytic domain, aminoluciferin luminescence; actives 1.8% (n = 330,000); AID 2599; Q9GZR1;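 active = inhibition above about 50% at the single tested dose, limit read from the data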;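 note: plate controls were DMSO wells with enzyme for no effect and DMSO wells lacking enzyme for full effect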
Target sequence (Q9GZR1 628-1112 limits assumed): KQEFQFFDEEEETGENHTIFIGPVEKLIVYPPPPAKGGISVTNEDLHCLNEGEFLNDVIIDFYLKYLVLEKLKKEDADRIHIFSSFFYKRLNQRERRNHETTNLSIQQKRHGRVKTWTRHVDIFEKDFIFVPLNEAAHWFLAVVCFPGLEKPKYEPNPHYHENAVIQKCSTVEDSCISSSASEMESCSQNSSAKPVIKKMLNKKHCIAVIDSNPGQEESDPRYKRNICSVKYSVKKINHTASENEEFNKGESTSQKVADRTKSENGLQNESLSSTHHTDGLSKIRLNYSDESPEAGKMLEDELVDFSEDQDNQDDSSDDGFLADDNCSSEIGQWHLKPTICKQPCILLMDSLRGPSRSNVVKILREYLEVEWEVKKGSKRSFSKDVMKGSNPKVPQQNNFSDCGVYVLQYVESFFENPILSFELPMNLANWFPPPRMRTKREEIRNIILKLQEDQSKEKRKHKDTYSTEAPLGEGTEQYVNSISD
SENP8 block-2: blocks the human protease SENP8; inhibition, % at 10 µM; purified SENP8, Z-RLRGG-aminoluciferin cleavage, luminescence; AID 2540; Q96LD8; actives 1.2% (n = 330,000); in the data active = inhibition above about 50%
HKDC1 inh: HKDC1 (human) hexokinase inhibition; Q2TB90; inhibition, % at 20 µM; recombinant HKDC1, G6PDH/diaphorase resazurin coupled fluorescence; actives 0.16% (n = 340,000);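 active = inhibition above about 35% when tested at 20 µM, limit read from the data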;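 note: plate controls were DMSO wells with enzyme for no effect and DMSO wells lacking enzyme for full effect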
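test system = in-house recombinant HK5 (HKDC1) enzyme | amount = HKDC1 at 5 µg/mL | control set = DMSO-enzyme wells negative, buffer-substituted wells positive | compound = one dose of 20 µM, 1% DMSO | schedule = reaction time 90 min, room temperature, protected from light | technique = resorufin fluorescence at 613 nm | reagent = glucose with 1 mM ATP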
PfG6PD inh: PfG6PD (Plasmodium falciparum) enzyme inhibition | PfGluPho enzyme, NADPH resazurin-diaphorase fluorescence | inhibition, % at 20 µM | actives 0.78% (n = 350,000) | AID 504690;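 active = inhibition reaching at least a set limit at 20 µM in the primary screen, cut at about 59% in these data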;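 note: 0% = DMSO wells with substrate and 100% = DMSO wells lacking glucose-6-phosphate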
beta cell repl: induces beta-cell replication in MIN6 cells. MIN6 cells proliferation, ATPlite luminescence, 48 h; cells starved in 0.2% serum; 100% = growth in 10% serum. proliferation, % at 10 µM. actives 0.29% (n = 330,000);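 active = compounds whose signal lies at least 3.5 SD above the mean of all wells on their plate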;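 note: 0% = DMSO-treated cells in low-serum medium and 100% = 10% serum control; some compounds called inactive have numbers as strong as hits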
SENP1 inh: inhibitors of human SENP1 SUMO protease catalytic domain; Q9P0U3; recombinant SENP1 catalytic domain, CyPet-SUMO1-YPet FRET cleavage; inhibition, % at 10 µM; actives 0.21% (n = 360,000); AID 624204;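 active = inhibition at least 30% at 10 µM, raw YFP signal under a set limit, fluorescence ratio 0.5 to 1.5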;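 note: 0% = enzyme with DMSO and 100% = no enzyme wells; some results filed as inactive read as strong as hits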
Target sequence (Q9P0U3 419-644 limits assumed): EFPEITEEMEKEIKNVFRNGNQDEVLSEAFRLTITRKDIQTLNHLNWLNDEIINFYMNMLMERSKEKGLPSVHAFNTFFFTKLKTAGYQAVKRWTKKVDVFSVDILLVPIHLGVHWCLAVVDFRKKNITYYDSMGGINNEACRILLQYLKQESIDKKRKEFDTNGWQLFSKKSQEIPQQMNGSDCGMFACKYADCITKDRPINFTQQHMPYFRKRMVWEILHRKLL
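System: Recombinant human SENP1 catalytic domain, His6-tagged | Incubation: Enzyme reaction for 50 min at room temperature, dark | Medium: Tris pH 8 with BME, BSA, NP40 and catalase | Also added: 25 nM SUMO1 FRET substrate | Compound: 10 µM single point, 0.5% DMSO | Measured by: FRET fluorescence in CFP and YFP emission channels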
SENP7 block: inhibitors of human SENP7 protease. actives 1.5% (n = 330,000). inhibition, % at 5 µM. AID 434973. recombinant SENP7, Z-RLRGG-aminoluciferin luminescence, 40 min;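 active = inhibition above about 50% at the single test dose, limit read from the data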;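 note: plate controls were DMSO with enzyme for no effect and no enzyme buffer wells for full effect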
UBC13 polyUb: blocks human UBC13 polyubiquitin chain formation | actives 0.47% (n = 330,000) | inhibition, % at 20 µM | AID 485273 | TR-FRET | P61088; in the data active = inhibition above about 45%, passing the limit was not always enough
Target sequence (P61088 whole entry, looked up): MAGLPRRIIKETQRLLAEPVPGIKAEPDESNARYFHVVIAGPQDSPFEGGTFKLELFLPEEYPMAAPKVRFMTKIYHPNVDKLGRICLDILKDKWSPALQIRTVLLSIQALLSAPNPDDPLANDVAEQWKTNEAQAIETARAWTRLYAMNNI
The depositor's hits bear a star; / = no result given. The order is random. About 4% of those tested had a hit in this group.

no. | structure | SENP8 block-1 | SENP6 inh | SENP8 block-2 | HKDC1 inh | PfG6PD inh | beta cell repl | SENP1 inh | SENP7 block | UBC13 polyUb
1 | CCCN(CC(=O)Nc1ccccc1C)C(=O)c1ccc(-c2ccc([N+](=O)[O-])cc2)o1 | -19 | 2 | 3 | 6 | 18 | -6 | 2 | 1 | -14
2 | Cc1ccc(NC2c3ncccc3C(=O)N2Cc2cccs2)cc1 (stereo not given) | -4 | 2 | 5 | 9 | 17 | -2 | 0 | 5 | 18
3 | CCOC(=O)C1CCN(Cc2coc3ccc(Cl)cc3c2=O)CC1 | 6 | -6 | -17 | -16 | -8 | 0 | 2 | -13 | -16
4 | CCc1c(C)nc(N)n2c(SCC(=O)N3CCCc4ccccc43)nnc12 | 12 | 3 | 3 | -12 | -2 | -3 | 2 | -4 | -1
5 | C(=C(c1ccccc1)c1ccccc1)c1ccccn1 | 2 | -15 | -9 | -1 | 20 | 0 | 1 | 17 | -7
6 | Cc1cnc(NC(=O)CSCc2c(C)noc2C)s1 | 5 | -4 | -6 | -5 | 17 | 0 | 3 | 2 | 16
7 | CCN(c1ccc(OC)cc1)S(=O)(=O)N1CCCC(C(=O)NCc2cccc(C)c2)C1 (stereo not given) | -2 | -4 | -11 | 19 | 13 | -5 | 3 | -12 | -2
8 | CCN1CCN(CC(=O)N2N=C(c3cccs3)CC2c2ccc(C)cc2)C(=O)C1=O (stereo not given) | -392 | 7 | -2 | -1 | -4 | -2 | 2 | -14 | -9
9 | CC(C)c1ccc(NC(=O)CN2C(=O)NC3(CCCCCCC3)C2=O)cc1 | 9 | -29 | -20 | -3 | 6 | -6 | 0 | 0 | -8
10 | COc1ccc(N2CCN(C(=O)CSc3ncnc4c3cnn4-c3ccc(OC)cc3)CC2)cc1 | 27 | / | / | -6 | -2 | / | -3 | / | /
11 | O=C(NCc1ccncc1)C12CC3CC(CC(Cl)(C3)C1)C2 | 2 | -2 | -11 | -6 | 6 | 4 | -1 | -9 | 0
12 | O=C(Nc1cnccn1)Nc1ccc(Cl)cc1Cl | 15 | -8 | -4 | -3 | -7 | -2 | -1 | 12 | -13
13 | CCCc1c(C(=O)N/N=C/c2ccccc2C(F)(F)F)nnn1-c1nonc1N | 19 | 15 | 5 | -4 | 17 | 0 | 2 | -7 | 31
14 | Cc1ccc2c(c1)N(C(=O)CCC(=O)NCCCN1CCN(C)CC1)CC(C)O2 (stereo not given) | 22 | -10 | -3 | -3 | 0 | 4 | 0 | -1 | 4
15 | O=c1c2ccccc2nc(CSc2nnnn2-c2ccccc2)n1-c1cccc(C(F)(F)F)c1 | -8 | -18 | 0 | -10 | -24 | -2 | -5 | 1 | -10
16 | COc1ccccc1NS(=O)(=O)c1cc(NC(=O)C2CCCC2)ccc1N1CCOCC1 | 11 | -2 | -3 | -4 | 37 | -5 | 3 | -1 | -6
17 | Cc1c(C)c2ccc(OCC(=O)c3ccccc3)cc2oc1=O | -35 | -5 | -8 | -1 | -3 | 0 | -2 | 13 | 0
18 | Nc1nonc1-c1nc2ccccc2n1Cc1ccc(Cl)cc1 | -2 | -1 | -13 | 0 | -4 | -1 | -3 | -15 | 2
19 | COc1ccccc1N1C(=NC(=O)CCC2CCCC2)SC2CS(=O)(=O)CC21 (stereo not given) | 12 | 5 | -3 | -1 | 3 | 1 | 1 | -2 | 4
20 | O=C(CN1CCCC1)Nc1ccc([N+](=O)[O-])cc1Cl | 8 | 13 | 0 | -1 | 16 | -1 | 2 | 6 | 2

An excerpt of these results, with one line to a screen.
1) CCCN(CC(=O)Nc1ccccc1C)C(=O)c1ccc(-c2ccc([N+](=O)[O-])cc2)o1
2) Cc1ccc(NC2c3ncccc3C(=O)N2Cc2cccs2)cc1 (stereo not given)
3) CCOC(=O)C1CCN(Cc2coc3ccc(Cl)cc3c2=O)CC1
4) CCc1c(C)nc(N)n2c(SCC(=O)N3CCCc4ccccc43)nnc12
5) C(=C(c1ccccc1)c1ccccc1)c1ccccn1
6) Cc1cnc(NC(=O)CSCc2c(C)noc2C)s1
7) CCN(c1ccc(OC)cc1)S(=O)(=O)N1CCCC(C(=O)NCc2cccc(C)c2)C1 (stereo not given)
8) CCN1CCN(CC(=O)N2N=C(c3cccs3)CC2c2ccc(C)cc2)C(=O)C1=O (stereo not given)
9) CC(C)c1ccc(NC(=O)CN2C(=O)NC3(CCCCCCC3)C2=O)cc1

screen / no.	1	2	3	4	5	6	7	8	9
SENP8 block-1	-19	-4	6	12	2	5	-2	-392	9
SENP6 inh	2	2	-6	3	-15	-4	-4	7	-29
SENP8 block-2	3	5	-17	3	-9	-6	-11	-2	-20
HKDC1 inh	6	9	-16	-12	-1	-5	19	-1	-3
PfG6PD inh	18	17	-8	-2	20	17	13	-4	6
beta cell repl	-6	-2	0	-3	0	0	-5	-2	-6
SENP1 inh	2	0	2	2	1	3	3	2	0
SENP7 block	1	5	-13	-4	17	2	-12	-14	0
UBC13 polyUb	-14	18	-16	-1	-7	16	-2	-9	-8

Next section.
no. | structure | SENP8 block-1 | SENP6 inh | SENP8 block-2 | HKDC1 inh | PfG6PD inh | beta cell repl | SENP1 inh | SENP7 block | UBC13 polyUb
21 | Cc1cccc2sc(NC(=O)c3cc(S(=O)(=O)N(C)C)ccc3N3CCCC3)nc12 | -77 | -12 | -5 | 0 | -15 | -5 | -13 | 0 | 34
22 | COC(=O)c1ccccc1NC(=O)N1c2ccccc2CC1C (stereo not given) | -18 | 1 | -1 | -2 | -3 | 0 | -2 | 9 | 5
23 | CCCCn1c(N)c(N(CCOC)C(=O)c2ccc(N3C(=O)CCC3=O)cc2)c(=O)[nH]c1=O | 7 | -6 | 0 | -2 | 4 | 4 | -1 | 3 | 3
24 | CC1C(C#N)=C(N)OC2=C1C(=O)CC(C)(C)C2 (stereo not given) | 19 | -10 | -6 | 1 | -5 | 0 | -9 | -5 | -6
25 | CCOC(=O)c1ccc(N2C(=O)c3n[nH]c(C)c3C2c2ccccc2)cc1 (stereo not given) | 28 | 1 | 6 | -2 | -22 | -1 | 2 | 3 | 7
26 | CC(=O)Nc1ccc(NC(=O)C(C)OC(=O)C2CCN(S(=O)(=O)c3ccc4c(c3)OCCO4)CC2)cc1 (stereo not given) | 25 | 7 | 13 | -2 | -5 | 3 | -3 | -3 | 4
27 | CCCCCc1cc(OC)cc2c1C(=O)OC(C)(C)O2 | 10 | / | / | 16 | 1 | / | 1 | 6 | /
28 | CN(C)C(=O)CN1C(=O)C2CCCCN2C(=O)c2ccccc21 (stereo not given) | -28 | -11 | -5 | 2 | -10 | -2 | 1 | -6 | -17
29 | COCCCNC(=O)CN1C(=O)COc2ccc(S(=O)(=O)N3CCOCC3)cc21 | 18 | 11 | 4 | -9 | -5 | 0 | 3 | -3 | -4
30 | COc1cccc(C(=O)N(C)c2nnc(-c3ccncc3)s2)c1 | 11 | -45 | -4 | -5 | 9 | 2 | 1 | 0 | 4
31 | Cc1cc(N2CCCC2=O)cc(C)c1S(=O)(=O)Nc1c(C)nn(C)c1C | 1 | 11 | -5 | -9 | 5 | -3 | 0 | 2 | 3
32 | COc1ccc(/C=C/C2=CC(C)(C)NC(=S)N2)c(OC)c1 | -4 | -26 | -9 | -1 | 22 | -2 | -1 | -1 | -12
33 | COc1ccc2c(c1)CCC/C2=N\NC(=O)c1ccoc1C | 10 | / | / | -7 | -8 | / | -1 | / | /
34 | Cc1c(NC(=S)NC(=O)CC(C)C)c(=O)n(-c2ccccc2)n1C | 5 | -36 | -4 | -10 | -9 | -2 | 0 | 5 | -9
35 | CCN(CC)CCCNC(=O)c1cc2c(=O)n(C)c3ccccc3c2n1C | -93 | 7 | 12 | 4 | -4 | -2 | 0 | 0 | 36
36 | Cc1ccccc1-n1c(CSC(=N)N)nc2ccccc2c1=O | -207 | -8 | -9 | -9 | 2 | -2 | -48 | -7 | 1
37 | CCOC(=O)N1CCN(C(=O)c2oc3ccc(S(=O)(=O)N4CCCCCC4)cc3c2C)CC1 | 12 | 7 | -1 | -5 | 3 | -1 | -3 | -1 | 4
38 | Cc1ccc(C)c(CN2C(=O)c3ccccc3S(=O)c3ccc(C(=O)NCCCN4CCCC4)cc32)c1 (stereo not given) | 20 | -8 | 1 | -2 | 11 | -8 | -5 | 3 | 24
39 | COC(=O)c1sccc1NC(=O)CC1C(=O)NCCN1C(=O)c1ccc(C)c(C)c1 (stereo not given) | 36 | -11 | -1 | -2 | -9 | -1 | 0 | 4 | -5
40 | CCc1ccc(Oc2cc(Cl)nc(N)n2)cc1 | 13 | 5 | -16 | -8 | 3 | 0 | 0 | -5 | 1

Additional compounds follow:
Each structure is followed by: SENP8 block-1, SENP6 inh, SENP8 block-2, HKDC1 inh, PfG6PD inh, beta cell repl, SENP1 inh, SENP7 block, UBC13 polyUb
41. Cn1nc(-c2ccc(Cl)cc2)nc2c(=O)n(C)c(=O)nc1-2
    /, 98*, 98*, /, /, -5, /, 98*, -121
42. COc1ccc(-n2nc(C(=O)NCC(=O)NC3CCCCCC3)c3ccccc3c2=O)cc1OC
    -39, -2, 5, -2, -11, 3, -1, -2, -5
43. C/C(=N/NC(=O)CNC(=O)c1ccccn1)c1ccc([N+](=O)[O-])cc1
    17, -8, -2, -10, 18, -5, -1, 2, 2
44. COc1ccc(C2(C(=O)Nc3ccc(S(N)(=O)=O)cc3)CCCC2)cc1
    3, -2, -5, -12, 6, 0, 1, -6, -4
45. O=C(Nc1ccc(S(=O)(=O)N2CCOCC2)cc1)c1cc(-c2ccccc2O)n[nH]1
    28, -12, -7, 1, -6, 1, 1, 0, -2
46. CSCCC(C(=O)NCc1cccs1)N1C(=O)c2ccccc2C1=O (stereo not given)
    17, -12, 7, 2, 14, 0, 1, 0, 15
47. COc1ccc(C(=O)Nc2ccccc2C(=O)NC(Cc2ccc(O)cc2)C(=O)NNC(=O)c2ccc(C)cc2)cc1 (stereo not given)
    -41, 19, 15, -14, 4, -1, 1, 15, 6
48. CC(C)=CC(=O)O[C@H]1[C@@H]2[C@H](C)C(=O)O[C@@H]2C[C@@H](C)[C@@H]2[C@@H](O)CC(=O)[C@]21C
    12, 2, -2, -9, 3, -1, 2, 0, 5
49. CCOCC(=O)Nc1nc2ccccc2s1
    13, 14, -2, -3, 13, -4, 0, 1, 5
50. O=C(N=Nc1c(O)[nH]c2ccc(Br)cc12)c1cc(-c2cccc3ccccc23)n[nH]1
    18, -1, 2, 5, -8, -6, 1, 9, -15
51. Cc1ccc(S(=O)(=O)N2CCOCC2)cc1NC(=O)CSc1cccc[n+]1[O-]
    8, -8, -3, -8, 10, -3, 4, -4, -2
52. COC(=O)/C=C1\N/C(=N\c2nc(C)cc(C)n2)N(c2ccc(C)c(C)c2)C1=O
    12, -17, 2, 7, -6, 1, 0, 9, 2
53. COc1ccc(C(=O)Nc2ccccc2-c2nnn(CC(=O)Nc3ccc4c(c3)OCCO4)n2)cc1
    8, 0, 1, -4, -14, -2, 1, 11, -3
54. O=C(COC(=O)c1ccc(CO)cc1)NCc1cccs1
    19, -19, -7, 3, -22, -2, 0, -5, -4
55. O=S(=O)(NC1=NCCCCC1)c1cccs1
    15, -7, -2, 4, -14, -1, -3, 8, 2
56. CC(=O)Nc1ccc(C=CC=Cc2cccc([N+](=O)[O-])c2)cc1
    10, /, /, 3, 49, /, 4, /, /
57. Cc1cc(C)n2ncc(/C(N)=N/OC(=O)Nc3ccccc3)c2n1
    7, 5, 4, -3, -4, -2, 2, 2, 3
58. CC(=O)C1=C(O)C(=O)N(c2ccc(S(=O)(=O)Nc3nccs3)cc2)C1c1ccc(F)cc1 (stereo not given)
    -70, -10, -4, -2, -13, -3, 1, 4, 0

Assay outcomes (PubChem)
